# LYP inhibition: inhibitors of LYP phosphatase, biochemical, fluorescence intensity, uHTS (AID 1779); 290,000 tested, 0.054% active; one-dose inhibition, % at 11.5 µM; IC50 in µM for titrated hits; recombinant LYP phosphatase, fluorescence intensity; higher % means a stronger effect; Tyrosine-protein phosphatase non-receptor type 22 (Homo sapiens);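 also: plate controls were vehicle with enzyme for no effect and no enzyme for full effect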
# PMI inhibition: human PMI inhibitors, high substrate, primary screen, biochemical, fluorescence intensity, high mannose 6-phosphate (AID 1220); 190,000 tested, 0.66% active; Mannose-6-phosphate isomerase (Homo sapiens); inhibition, % at 20 µM, or IC50 in µM where a hit was titrated; recombinant PMI enzyme, coupled fluorescence intensity; higher % means a stronger effect
# TNAP activators: human TNAP enzyme activators, primary screen, biochemical, luminescent, no phosphate acceptor, uHTS (AID 1001); one-dose activation fold at 20 µM; EC50 in µM for titrated hits; Alkaline phosphatase, tissue-nonspecific isozyme (Homo sapiens); 200,000 tested, 0.03% active; purified TNAP, luminescent activation assay, no phosphate acceptor; higher activation fold means a stronger effect; in the data active = activation fold from about 3, or a potency from the dose series; inactive = the rest, 99 in 100 with activation fold below about 1.6; also: many of its hits are not listed in these tables
# Myeloid diff MLP: induction of myeloid progenitor differentiation, primary screen, cell-based, flow cytometry, MLPCN library; calls only at 10 µM; AID 624256, 2012; 360,000 tested, 1% active; ER-HoxA9 myeloid progenitors, lysozyme-GFP differentiation;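 active = normalized GFP-positive differentiation at or above the plate's own cutoff, the solvent-only control mean plus 3 SD; inconclusive = no clear call, values can overlap the other calls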;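 also: cells exposed to compound for four days before flow analysis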
# M1AAP inhibition: P. falciparum M1AAP inhibitors, biochemical, fluorogenic H-Leu-NHMec substrate, 1536-well (AID 1445) | recombinant M1AAP, H-Leu-NHMec fluorogenic kinetic assay; higher % means a stronger effect | inhibition, % at 30 µM; hits with a dose series show IC50 in µM | 220,000 tested, 0.42% active;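 active = primary inhibition above the hit cutoff, then over 50% inhibition at one or more dose response concentrations, cut at about 23% in these data, passing the limit was not always enough; inconclusive = conflicting primary data, or primary hits not chosen for dose response; inactive = low primary inhibition, or under 50% at every dose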;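 also: plate controls were DMSO full reaction for no effect and no enzyme background for full effect; strong numbers were not always called active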
# CSM14.1 death rescue: rescue of cells from ER stress-induced death, primary screen, 384-well, CSM14.1, thapsigargin, ATP luminescence (AID 1222). CSM14.1 thapsigargin-induced death rescue, ATP luminescence; higher % means a stronger effect. one-dose cellular ATP content (survival), % at 20 µM; EC50 in µM for titrated hits. 190,000 tested, under 10 active;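 active = EC50 below 50 µM in the dose-response confirmation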;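 also: death triggered by thapsigargin at about 15 µM added after 2 h compound pretreatment; cell ATP read after overnight thapsigargin exposure of roughly 18 to 22 hours; normalized against plate controls of thapsigargin alone and 5% DMSO vehicle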
# M17LAP inhibition: P. falciparum M17LAP inhibitors, primary screen, biochemical, fluorogenic H-Leu-NHMec substrate, 1536-well (AID 1619) | recombinant M17LAP, H-Leu-NHMec fluorogenic kinetic assay; higher % means a stronger effect | 220,000 tested, 0.38% active | one-dose inhibition, % at 30 µM; IC50 in µM for titrated hits | Leucine aminopeptidase (Plasmodium falciparum (isolate 3D7));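 active = compound inhibiting the enzyme by more than half at any dose during confirmatory dose-response retesting; inconclusive = strong single-dose inhibitors picked by rank but not retested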;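 also: plate controls were full reaction with DMSO carrier for no effect and no enzyme background for full effect; strong numbers were not always called active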
# human PMI inhibition: inhibitors of human PMI, primary screen, biochemical, fluorescence intensity, coupled assay (AID 1209) | 190,000 tested, 0.42% active | one-dose inhibition, % at 20 µM; IC50 in µM for titrated hits | Mannose-6-phosphate isomerase (Homo sapiens) | purified PMI enzyme, coupled fluorescence intensity; higher % means a stronger effect;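 also: plate controls were DMSO vehicle for no effect and wells lacking substrate for full effect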
# XIAP antagonists: XIAP antagonists, biochemical, IAP family, fluorescence polarization (AID 1018); E3 ubiquitin-protein ligase XIAP (Homo sapiens); XIAP BIR domain, fluorescence polarization peptide displacement; higher % means a stronger effect; displacement, % at 20 µM, or IC50 in µM where a hit was titrated; 200,000 tested, 0.007% active; in the data active = displacement above about 50%; also: a part of the inactive calls stands beside numbers as strong as those of hits
# Myeloid diff MLP GFP+ MAC1+ %: second read-out of Myeloid diff MLP, no call of its own (marks repeat the call); GFP+ MAC1+ double positive, %; measured here: differentiation confirmed by MAC1 staining
# * hit, by the source's call; i = inactive; ? = inconclusive; . = not tested or not shown. Rule as the data show it, unless noted: active = inhibition above about 50%; inactive = the rest.
SMILES,LYP inhibition,PMI inhibition,TNAP activators,Myeloid diff MLP,Myeloid diff MLP GFP+ MAC1+ %,M1AAP inhibition,CSM14.1 death rescue,M17LAP inhibition,human PMI inhibition,XIAP antagonists
CC1CCN(S(=O)(=O)c2cccc(-c3cn4cc(Cl)ccc4n3)c2)CC1,-2%,11%,1.1,i,0.7,-2%,-0.5%,5%,13%,-7.7%
CCCCc1c(O)nc(SCC(=O)NCCc2ccc(OC)c(OC)c2)[nH]c1=O,-5%,7%,1.1,i,1.4,2%,-0.6%,11%,10%,-4.3%
CCCCN(CC)CCCNC(=O)C1c2ccccc2C(=O)N(C)C1c1cn(C)c2ccccc12 (stereo not drawn),-4%,-4%,1.2,i,1.7,2%,-0.2%,9%,-1%,-5.1%
COc1cccc(N2C(C(C)=O)=NN(c3ccccc3)C2c2ccc(N3CCOCC3)cc2)c1 (stereo not drawn),3%,18%,1,i,0.2,2%,0.1%,15%,19%,-1.6%
O=C(CC(C(=O)O)c1ccccc1)Nc1ccccc1 (stereo not drawn),-4%,-12%,1.1,i,0.4,0%,-5.0%,-6%,-15%,-2.3%
COC(=O)[C@H]1C2CCC(C(=O)OC)(CC2)[C@H]1C(=O)OC,-3%,0%,1.1,i,0.8,2%,-2.7%,-12%,-6%,-6.2%
O=C(O)c1ccccc1C(=O)Nc1ccc(-n2ccc(C(F)(F)F)n2)cc1,-3%,.,.,i,1.0,3%,.,10%,.,.
CC(=O)Nc1sc(C)c(C)c1C(=O)OCC(=O)N(C)C1CCS(=O)(=O)C1 (stereo not drawn),-8%,-6%,1.2,i,0.1,-1%,-2.7%,7%,5%,5.1%
COc1ccc(C(CNC(=O)c2cc(=O)[nH]c3ccccc23)N2CCCC2)cc1 (stereo not drawn),-5%,6%,1,i,0.4,11%,-1.9%,-9%,1%,-3.8%
CCOC(=O)C1Cc2ccccc2C(=O)O1 (stereo not drawn),-6%,7%,1,i,2.4,1%,1.2%,3%,7%,-3.1%
Cc1ccc2c(c1)c1c(n2CC2COC(C)(C)O2)C(=O)CCC1 (stereo not drawn),0%,8%,1.1,i,0.9,3%,0.3%,-6%,2%,-1.7%
CC(=O)C1C(c2ccc(F)cc2)c2c(noc2C)CC1(C)O (stereo not drawn),-11%,.,.,i,0.1,4%,.,1%,.,.
Cc1ccc(C(=O)NCCN2C3=NC[C@@H](Cc4ccccc4)N3C[C@H]2Cc2ccc(O)cc2)cc1Br,-8%,-13%,1,i,0.5,2%,-4.6%,-2%,1%,-4.3%
CCOC(=O)C1(S(=O)(=O)c2ccccc2)CCN(Cc2ccccc2)CC1,1%,7%,1.1,i,0.9,2%,1.7%,10%,9%,-3.4%
Cn1nc(C(F)(F)F)c(/C=N/OC(=O)c2ccccc2)c1Cl,-2%,-8%,1,i,2.1,-1%,5.2%,5%,-16%,-3.6%
CCC(C(=O)Nc1sc(C(N)=O)c(C)c1C(=O)OC)c1ccccc1 (stereo not drawn),-6%,-2%,1.1,i,1.4,-11%,-0.1%,-26%,5%,-3.1%
Cc1nc(-n2[nH]c3c(c2=O)CCCC3)[nH]c(=O)c1Cc1ccccc1,0%,25%,2.9,i,4.9,9%,14%,42%,6%,-1.1%
CN(C)S(=O)(=O)N1CCN(S(=O)(=O)c2ccc3ccccc3c2)CC1,72%*,-8%,0.9,i,2.4,-1%,0.7%,12%,-9%,-6.5%
Cc1ccc(/C=N/n2c(-c3cccs3)n[nH]c2=S)cc1,-9%,2%,0.5,i,0.4,10%,-1.5%,-7%,8%,-5.0%
CCCC12CN3CC(CCC)(CN(C1)C3C(O)C(O)C(O)CO)C2=O (stereo not drawn),-12%,2%,1.1,i,1.4,-1%,-1.8%,-8%,-13%,-3.4%
Cc1ccc(S(=O)(=O)Oc2cccc(N3C(=O)C4CC=CCC4C3=O)c2)cc1 (stereo not drawn),-5%,6%,1.1,i,0.6,7%,1.5%,50µM*,3%,0.8%
CCOc1ccc(-n2cnc3sc4c(c3c2=O)CCCC4)cc1,-6%,.,.,i,0.0,1%,.,0%,.,.
FC(F)(F)c1cc(-c2ccco2)nc(NCc2ccc(Cl)cc2)n1,-2%,5%,1,i,0.1,5%,-0.9%,3%,3%,-9.5%
COc1cccc(C(=O)c2sc(NC(C)C)nc2N)c1,-2%,7%,1,i,0.7,7%,1.3%,18%,5%,0.6%
COc1ccccc1CN1CCNC(=O)C1CC(=O)N(C)Cc1ccon1 (stereo not drawn),-10%,18%,1.1,i,0.5,1%,-0.2%,-7%,12%,-3.4%
O=C(NNC(=S)NC1CC2C=CC1C2)c1cccnc1 (stereo not drawn),-12%,.,.,i,0.3,-1%,.,0%,.,.
O=C(N/N=C/c1ccccc1)c1ccco1,-4%,.,.,i,0.3,0%,.,8%,.,.
CCNC(=O)CC1SC(=Nc2ccc(Cl)cc2)N(CC)C1=O (stereo not drawn),-9%,-1%,1,i,0.4,-1%,2.3%,4%,-4%,-5.1%
O=C(NC1CCCCC1)C1CC(O)CN1C(=O)OCc1ccccc1 (stereo not drawn),-12%,-2%,1,i,0.9,9%,-2.9%,4%,2%,-5.8%
O=C(NCc1ccco1)C1CCCN(S(=O)(=O)c2cccc3nsnc23)C1 (stereo not drawn),0%,15%,1.1,i,0.3,5%,.,10%,10%,0.3%
C/C(=N\NS(=O)(=O)c1ccc(C)cc1)c1cc2ccccc2oc1=O,0%,-3%,1.1,i,0.3,5%,0.6%,32%,-35%,-3.3%
O=C(CCCOc1ccccc1)NCC1CCCO1 (stereo not drawn),-6%,-6%,1.1,i,4.7,5%,0.0%,12%,-4%,-1.8%
Cc1cc(C)c(NC(=O)c2cc(=O)c3ccccc3o2)c(C)c1,-2%,-12%,1,i,0.1,2%,-0.2%,6%,-14%,-6.4%
Brc1ccc(-c2csc(/N=C/N3CCOCC3)n2)cc1,1%,18%,1.2,i,0.5,16%,-2.3%,-3%,11%,1.0%
CCN(CC)CCCNC(=O)/C(=C\c1cccn1C)NC(=O)c1cccs1,0%,-1%,1.1,i,0.5,4%,-3.4%,42%,12%,-1.7%
CC1SC(C)C(=O)N(CC(=O)Nc2ccc([N+](=O)[O-])cc2)C1=O (stereo not drawn),-2%,0%,1.1,i,0.3,11%,-0.4%,26%,-4%,-1.3%
N#Cc1c(NC(=O)CSc2nnc(-c3ccncc3)n2CC2CCCO2)sc2c1CCCC2 (stereo not drawn),-4%,7%,0.7,i,0.9,10%,0.5%,7%,4%,-6.0%
Cc1ccc([N+](=O)[O-])c(C(=O)N/N=C/c2cccnc2)c1,-8%,.,.,i,0.5,1%,.,6%,.,.
CN(CCOC(=O)c1ccc2c(c1)OCCO2)Cc1ccccc1,0%,4%,1.1,i,1.0,10%,1.1%,-9%,7%,-1.2%
CCN(CC)C(=S)SSC(=S)N(CC)CC,-11%,0%,1.1,?,.,3%,3.5%,-24%,-2%,-4.1%

# Three structures out of the list, arranged by length of the SMILES, lowest first.
SMILES,LYP inhibition,PMI inhibition,TNAP activators,Myeloid diff MLP,Myeloid diff MLP GFP+ MAC1+ %,M1AAP inhibition,CSM14.1 death rescue,M17LAP inhibition,human PMI inhibition,XIAP antagonists
O=C(CCCOc1ccccc1)NCC1CCCO1 (stereo not drawn),-6%,-6%,1.1,i,4.7,5%,0.0%,12%,-4%,-1.8%
Brc1ccc(-c2csc(/N=C/N3CCOCC3)n2)cc1,1%,18%,1.2,i,0.5,16%,-2.3%,-3%,11%,1.0%
CC1SC(C)C(=O)N(CC(=O)Nc2ccc([N+](=O)[O-])cc2)C1=O (stereo not drawn),-2%,0%,1.1,i,0.3,11%,-0.4%,26%,-4%,-1.3%

# Carrying on.
SMILES,LYP inhibition,PMI inhibition,TNAP activators,Myeloid diff MLP,Myeloid diff MLP GFP+ MAC1+ %,M1AAP inhibition,CSM14.1 death rescue,M17LAP inhibition,human PMI inhibition,XIAP antagonists
Cn1cnnc1Sc1cc(N2CCN(S(=O)(=O)c3ccc(Cl)c(Cl)c3)CC2)ccc1[N+](=O)[O-],-4%,7%,0.9,i,0.5,0%,-0.2%,4%,3%,-0.8%
O=C(Nc1ccc(F)cc1)c1ccccc1CC[N+](=O)[O-],-9%,18%,1,i,0.9,1%,1.0%,7%,17%,.
O=C1CCCC/C1=N\Nc1ccc(OCc2ccccc2)cc1,-1%,-145%,1,i,0.2,0%,-2.1%,24%,-73%,-12%
COC(=O)[C@H]1C[C@@H]1[C@H](NS(=O)(=O)c1ccc2ccccc2c1)c1ccccc1,9%,-1%,0.9,i,1.1,4%,-3.4%,-8%,0%,-1.6%
CSc1cc(C)n(-c2ccccc2)c(=S)c1C(C)=O,-1%,8%,1.1,i,1.0,8%,-3.8%,28%,11%,-2.4%
S=c1nc(-c2cc(Cl)cc(Cl)c2)[nH][nH]1,-5%,.,.,i,0.1,-11%,.,8%,.,.
O=C(CSc1nnc(Cn2nnc3ccccc32)o1)Nc1cccc(Cl)c1,-7%,-1%,1.2,i,0.8,15%,-1.3%,14%,1%,0.1%
CC1CCN(CC(=O)Nc2cc(C(F)(F)F)ccc2Cl)CC1,-2%,7%,1.1,i,0.6,0%,-0.7%,-3%,2%,-4.0%
CO/N=C/NC(=O)c1c(OC)ccnc1Oc1ccccc1,-7%,-13%,1,i,11,1%,-1.1%,7%,-17%,-3.1%
COc1ccc(C)cc1NC(=O)C(=O)N1CCCC1,-4%,.,.,i,0.6,-1%,.,2%,.,.
CN(C)/C(Cn1cncn1)=C1/N=C(c2ccccc2)OC1=O,4%,8%,1.1,i,0.3,9%,-0.1%,25%,9%,-6.1%
Cc1cc(C(=O)CN2C(=O)c3ccccc3C2=O)c(C)n1C1CC1,-9%,-5%,1.1,i,1.0,3%,0.6%,7%,-1%,-6.0%
CC(=O)c1cccc(NS(=O)(=O)c2ccc(N/C=C/C(=O)c3ccc(F)cc3)cc2)c1,-5%,10%,1.1,i,0.9,5%,-2.1%,15%,15%,-4.0%
CCOC(=O)N1CCC(NC(=O)c2cc3c(-c4ccc(Cl)cc4)nn(C)c3s2)CC1,-11%,4%,1,i,3.8,2%,-0.4%,-7%,-4%,-13%
CCN(CC)C(=O)Cn1c(=O)n(CCCC(=O)NCc2ccccc2)c(=O)c2sccc21,-8%,24%,1.1,i,0.8,11%,-0.2%,3%,0%,-2.2%
O=C(NCCN1CCN(c2ccccc2F)CC1)c1cccn2c(=O)c3ccccc3nc12,-5%,15%,1.1,i,1.0,6%,1.3%,-1%,14%,-3.3%
O=C(Nc1ccc(NC(=S)NC(=O)c2cccs2)cc1)c1ccco1,-1%,.,1,i,0.5,7%,3.3%,-8%,.,-7.1%
O=C(CN1CCCCC1)Nc1ccc(S(=O)(=O)N2CCOCC2)cc1,-9%,-10%,1.1,i,8.1,-1%,-1.5%,1%,1%,-7.1%

# Screening results deposited in PubChem by several laboratories.
